Assay outcomes: PubChem BioAssay, National Center for Advancing Translational Sciences (NCATS)
p53ts 39C tox = cytotoxicity in p53ts cells at nonpermissive temperature; H1299-p53A138V viability at 39C, ATP luminescence, 24 h; Potency, µM (doses to about 46.1 µM), for the others: at the highest dose activity change, negative = cell killing, hits mostly cytotoxic; AID 902; 130,000 tested, 1.5% active; note: nearly all actives have a fitted effect of over 55% in size
IkB sig inh = IkB pathway inhibition in ABC-DLBCL cells | ABC-DLBCL IkBa-CBG/CBR dual luciferase ratio, 4 h; response scale: scaled: untreated 0%, proteasome inhibitor 100% | AID 445 | Potency, µM (titrated, usually from 57.1 µM), inactives show at the highest dose IkBa stabilization activation | 110,000 tested, 0.04% active; active = well fitted curve in the direction sought with a large enough effect in the signal ratio, not every such curve was filed as active; inconclusive = small, poorly fitted or top-dose-only effect, or a change in a side signal; the % refers to the signal ratio;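 note: the direction sought is a rising ratio; 0% = basal untreated cells and 100% = reference inhibitor full response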
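Curves were fitted separately to fusion (green), unfused (red) and ratio luminescence, then classed by r2, magnitude and activity. Cells: OCI-Ly3, 4 h compound plus doxycycline at 37C; 10 uM MG-132 defined full response.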
p53ts 32C tox = p53ts cell cytotoxicity, permissive temperature | H1299-p53A138V at 32C, ATP luminescence viability, 24 h | Potency, µM (titrated, usually from 46.1 µM), for the others: top-dose activity change, negative = cytotoxicity, actives largely listed as cytotoxic | 130,000 tested, 0.93% active | AID 924;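 note: 0% = DMSO and -100% = full killing by reference compound; nearly all actives have a fitted effect of over 55% in size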
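ATP-content luminescence (ATPlite) read-out after 24 h compound exposure at 32C in H1299-p53A138V cells (600/well). Tested up to 46 uM. Normalized to DMSO (0%) and 100 uM tamoxifen (100% killing); Hill-fit AC50.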
Imprint erasure = induces erasure of genomic imprints in mouse ES cells; mouse ES Peg3-LacZ reporter, beta-gal luminescence, 40 h; Potency, µM (doses to about 60.7 µM), without a hit: top-dose activity change, positive = activation, usual class: activators; 110,000 tested, 0.02% active; AID 1948;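 note: 0% = negative control wells on the plate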
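Readout: BetaGlo luminescence (5 min, room temp) for LacZ from the normally silent maternal Peg3 allele in female Peg3LacZ-Neo ES cells. Cells 300/well, 40 h, 37C, 5% CO2. Data normalized per plate to negative controls.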
Starred values were filed as active, the others as inactive; ? = inconclusive; / = not tested or not shown; & = joins results of further samples; [ ] = remark or other dose. Unless noted, calls come from the whole dose curve; as a rule, active = well fitted curve in the direction sought with a large enough effect; inconclusive = small, poorly fitted or top-dose-only effect, or another doubt; inactive = no such curve, though single readings can be large; an effect the other way counts as inactive or inconclusive. Unless noted, % is set by controls: 0 for no effect and ±100 for the full control effect; potency is the fitted concentration of half-maximal effect. The list is partial. The share of hits here may be higher or lower than overall.

SMILES	p53ts 39C tox	IkB sig inh	p53ts 32C tox	Imprint erasure
c1ccc(N2CCC3(CCNCC3)CC2)nc1	-17%	-1.3%[11.4 µM]	-9%	/
CCN(CC)c1ncnc2c1ncn2[C@@H]1O[C@@H](COP(=O)(O)OP(=O)(O)C(Br)(Br)P(=O)(O)O)[C@H](O)[C@H]1O	1%	0.2%	2%	4%
N#Cc1ccc(CN2CC3(CCNCC3)C2)cc1	-4%	0.0%[11.4 µM]	-6%	/
S=C(NC1CCCCC1)N1CCC(c2cnc[nH]2)CC1	-16%&-9%	0.0%&0.8%	-4%&-13%	-15%&-17%
Cn1c(=O)cc(SCC(=O)N2CCC3(CC2)OCCO3)c2ccccc21	4%	3.2%	7%	-14%
COc1ccccc1-c1nn2c(=O)cc(CN3CCN(C(=O)COc4ccccc4Cl)CC3)nc2s1	-7%	?	13%	-12%[10.9 µM]
Cc1ccc(-n2c(O)c(C=NCc3cccnc3)c(=O)[nH]c2=O)cc1C	-1%	2.8%	-1%	-4%
O=C1CCCC2[C@@H]3CCCN4CCC[C@@H](CN12)C34 (stereo not given in full)	-14%	/	-6%	-7%
CC(C)Oc1ccc(CNC(=O)C2CCCN(S(=O)(=O)c3ccc4c(ccn4C)c3)C2)cc1 (stereo not given)	?	2.4%	-1%	-16%[10.9 µM]
CCN1CCN(C(=O)Cc2coc3cc(C)cc(C)c23)CC1	-5%	1.7%	-5%	-13%
C[N+]1(C)CCO[C@@](O)(c2ccc(-c3ccc([C@]4(O)C[N+](C)(C)CCO4)cc3)cc2)C1	5%	-0.5%	-9%	/
CCN(N=Nc1nonc1OC)c1nonc1OC	1%	/	-1%	/
Cn1c(=O)c2[nH]cnc2n(C)c1=O.[CH2-][C@H](Cc1cccc2cc(C(=O)O)c(=O)oc12)OC.[Hg].[OH-]	14%[9.22 µM]	2.4%[11.4 µM]	10%[9.22 µM]	-5%[10.9 µM]
CCOC(=O)c1c(C)c(P(=S)(N2CCOCC2)N2CCOCC2)n(C)c1C	-4%	0.5%	10%	-5%
CC(=O)OC1CCC23C(=O)OC45CCC(C6=CC(=O)OC6)C4(C)CCC2C5CCC3(O)C1 (stereo not given)	?	/	?	5%
CSc1ccc(CN2CCN(C(=O)COc3ccc(C)cc3)CC2)cc1	-9%	?	-3%	-11%[10.9 µM]
O=C(O)C(Cl)Br (stereo not given)	6%	3.0%	4%[1.84 µM]	-8%
COC(=O)C1=C(N)OC(C)=C(C(C)=O)C12C(=O)N(C)c1ccccc12 (stereo not given)	6%	0.7%	8%	-10%
COc1ccc2c(c1)c(=O)c(C(=O)c1ccc(Cl)cc1)cn2CC(=O)Nc1ccc2c(c1)OCCO2	?	?	1%	-7%[10.9 µM]
CC1(C)C(C(Cl)Cl)C2(Cl)C(Cl)C(Cl)C1(Cl)C2(Cl)Cl (stereo not given)	5%	/	0%	-10%
COc1ccc(C(=O)O)cc1OC	-3%	/	-18%	-1%
Cc1cc(Cl)ccc1OCC(=O)O	2%	-0.2%	1%	4%
C[C@H](N)[C@H](O)c1ccc(O)c(O)c1	12%[20.6 µM]	1.0%[25.6 µM]	-1%[20.6 µM]	19%[16.8 µM]
O=C1NCN(c2ccccc2)C12CCN(C[C@H]1COc3ccccc3O1)CC2	18%	-0.4%&-3.7%	-6%	-13%
O=c1[nH]oc2c1CCNC2	10%	0.6%	10%	-17%
Cn1cc(CCC(=O)N2CCC3(CC2)OCCO3)c2ccccc21	5%	-1.0%	1%	2%
COC(=O)c1cc2c(cn1)[nH]c1ccccc12	-12%	-5.9%	-9%	-17%
Cc1ccc(Cn2cccc(C(=O)Nc3ccc(C)c(Cl)c3)c2=O)cc1	-18%	-3.7%	0%	-3%[10.9 µM]
[N-]=[N+]=CC(=O)OCC(N)C(=O)O (stereo not given)	-2%	/	7%	-7%
C[C@]12CCC(=O)C=C1CC[C@@H]1[C@@H]2CC[C@@]2(C)[C@H]1CC[C@]2(C)O	2%	-1.5%	-2%[1.84 µM]	-22%&-11%
C=CCN1CCc2cccc3c2[C@@H]1Cc1ccc(O)c(O)c1-3	?	25%	?	/
CCOc1ccc(C(=O)Nc2cc(NC(=O)c3ccco3)ccc2OC)cc1Br	?	-4.0%	-19%	-10%[10.9 µM]
Clc1ccc2c(c1)C(c1ccccc1Cl)=NCc1nnc(Br)n1-2	29%	/	11%	/
CCC(=O)Nc1cc(C(=O)N2CCC3(CC2)OCCO3)ccc1S(=O)(=O)c1ccc(C)cc1	-1%	0.2%	-3%	-6%
Fc1ccccc1N1CCN(Cc2c(F)cccc2F)CC1	0%	0.3%	0%	-9%
CCOC(=O)c1ccc(NC(=O)c2c(O)[nH]c(=O)[nH]c2=O)cc1	0%	1.9%	7%	-13%
COc1ccc(-n2c(C)nc3cc(C(=O)N4CCC5(CC4)OCCO5)ccc32)cc1	18%	-1.4%	11%	-16%
O=C(Oc1ccccc1)N1CCC2(CC1)CN(C(c1ccccc1)c1ccccc1)C2	5%	0.2%[11.4 µM]	5%	/
COc1ccc(OC)c(-n2c(O)c(C=NCc3ccc4c(c3)OCO4)c(=O)[nH]c2=O)c1	7%	-2.8%	-6%	-13%
Cc1cc(C)cc(NC(=O)CN2C(=O)CN=C(c3ccccc3)c3cc(Cl)ccc32)c1	5%	?	8%	-9%[10.9 µM]
C=CCn1c(O)c(C(CC)=NCc2cc(OC)cc(OC)c2)c(=O)[nH]c1=O	-27%	-1.3%	?	-19%
Cc1ccc(CSc2ncccc2C(=O)O)cc1	28%	2.2%	?	-21%[10.9 µM]
O=C1NC(=O)C2(Cc3ccccc3N3CCCC32)C(=O)N1Cc1ccccc1 (stereo not given)	13%	3.2%	-1%	-3%
c1ccc(CNCCc2ccc3c(c2)OCO3)nc1	-5%	/	-10%	/
NCCCP(=O)(O)CCc1ccccc1	2%	-0.4%	0%	7%

Of the compounds above, 4 have bromine:
SMILES	p53ts 39C tox	IkB sig inh	p53ts 32C tox	Imprint erasure
CCN(CC)c1ncnc2c1ncn2[C@@H]1O[C@@H](COP(=O)(O)OP(=O)(O)C(Br)(Br)P(=O)(O)O)[C@H](O)[C@H]1O	1%	0.2%	2%	4%
O=C(O)C(Cl)Br (stereo not given)	6%	3.0%	4%[1.84 µM]	-8%
CCOc1ccc(C(=O)Nc2cc(NC(=O)c3ccco3)ccc2OC)cc1Br	?	-4.0%	-19%	-10%[10.9 µM]
Clc1ccc2c(c1)C(c1ccccc1Cl)=NCc1nnc(Br)n1-2	29%	/	11%	/

Shown with two lines to a compound: entries from further up.
Each structure is followed by: p53ts 39C tox	IkB sig inh	p53ts 32C tox	Imprint erasure
- COc1ccc(-n2c(C)nc3cc(C(=O)N4CCC5(CC4)OCCO5)ccc32)cc1
 : 18%	-1.4%	11%	-16%
- O=C(Oc1ccccc1)N1CCC2(CC1)CN(C(c1ccccc1)c1ccccc1)C2
 : 5%	0.2%[11.4 µM]	5%	/

(next part)
SMILES	p53ts 39C tox	IkB sig inh	p53ts 32C tox	Imprint erasure
CCCCCC1C(=O)O[C@H](C)[C@@H](NC(=O)c2cccc(NC=O)c2O)C(=O)OC(C)C1OC(=O)CC(C)C (stereo not given in full)	4%	/	11%	-14%
CCSc1nnc(NC(=O)c2cccn(Cc3ccc(Cl)cc3)c2=O)s1	-11%	?	0%	-11%[10.9 µM]
CC(C)(C)OOC(=O)c1ccccc1	-3%	?	11%[1.84 µM]	-4%
N#C/C=C/C#N	-4%	?	-4%[1.84 µM]	-3%
Cc1ccc(CN2CCN(C)CC2)c(C)c1	6%	-0.3%	-2%	-11%
CCc1ccc(-n2nc(C)c3c2NC(=O)CSC3c2ccccc2C)cc1 (stereo not given)	-19%	-2.0%	-14%	-17%[10.9 µM]
CSc1ccc(CN2CCN(C(=O)COc3cccc(C)c3)CC2)cc1	1%	?	-3%	-11%[10.9 µM]
CC(=O)NC(Cc1ccc(N(CCCl)CCCl)cc1)C(=O)O (stereo not given)	-4%	/	-3%	/
CCNC[C@H](O)c1cccc(O)c1	-2%[20.6 µM]	2.8%[25.6 µM]	-2%[20.6 µM]	18%[16.8 µM]
CC(C)(C)c1ccc(C(=O)Nc2ccc3nc(SCC(=O)N4CCCC4)sc3c2)cc1	3.2µM*	?	13µM*	-14%[10.9 µM]
CC(=O)OC1CC[C@@]2(C)C3CC[C@]4(C)C(=O)CCC4C3CC[C@H]2C1 (stereo not given in full)	?	/	-7%	12%
NC(=NCCC[C@H](N)C(=O)O)N[N+](=O)[O-]	19%	0.3%	10%	-3%&4%
NC(=O)c1ccc(N=Nc2c(O)[nH]c(=O)[nH]c2=O)cc1	-16%	/	?	/
CN1CCN(c2c[nH]c(=O)[nH]c2=O)CC1	-15%	-0.6%	-21%	5%
N#Cc1ccc(CN2CCC3(CC2)CCN(C(=O)Oc2ccccc2)CC3)cc1	-13%	6.3%[11.4 µM]	-13%	/
Cc1ccc(C)c(CN2C(=O)c3ccccc3Sc3ccc(C(=O)N4CCC5(CC4)OCCO5)cc32)c1	-14%	?	-6%	-4%[10.9 µM]
Cc1cccc(-c2nc3ccccc3c(=O)n2-n2cccc2)c1	11%	-1.0%	0%	-17%
COC1=C(C)C(=O)c2c(c(COC(N)=O)c3n2C[C@@H]2[C@@H]3N2C)C1=O (stereo not given in full)	?	3.2µM*	?	-39%[inhibitor][10.9 µM]
COc1cc(C2c3cc4c(cc3C(OC(C)=O)[C@H]3COC(=O)C23)OCO4)cc(OC)c1OC (stereo not given in full)	-10%&-8%	/	0%&7%	-27%&-28%
CC(=O)c1c(C)[nH]c(C(=O)N2CCC3(CC2)OCCO3)c1C	-9%	-0.6%	-14%	-1%
CC(C)(O)[C@H]1O[C@@H]2CC[C@]3(C)[C@@]4(C)c5[nH]c6ccccc6c5C[C@@H]4CC[C@]3(O)C2=CC1=O	15%	?	30%	-13%
CCCn1c(C)c(C(=O)c2ccc3ccccc3c2)c2ccccc21	24%	1.7%	17%	-13%
N#C/C(=C\c1cccc(O)c1)C(=O)O	16%	/	21%	/
c1cc(N2CCCC3(CCNCC3)C2)ccn1	5%	3.5%[11.4 µM]	2%	/
CCOC(=O)CCN=Cc1c(O)n(-c2ccc(Br)cc2)c(=O)[nH]c1=O	15%	2.3%	9%	-2%
c1ccc2c(c1)-c1cccc3cccc-2c13	12%	-0.2%	10%[1.84 µM]	-3%
COc1cc2c(cc1-c1cc3cc4ccoc4cc3oc1=O)OCO2	-11%	/	2%	5%
Cc1nc2cc(F)ccc2n1C1CCN(Cc2nnnn2CCc2ccccc2)CC1	4%	?	1%	-15%
CCOCN(C(=O)CCl)c1c(C)cccc1CC	?	7.1%	6%[1.84 µM]	9%&-2%
CCOC(=O)c1ccc(NC(=O)CSc2nc3c(cc2C#N)N2CCC3CC2)cc1	28%	?	-1%	-14%[10.9 µM]
C(=NCCN1CCOCC1)=NC1CCCCC1	-3%[9.22 µM]	-1.0%[11.4 µM]	0%[9.22 µM]	-18%[10.9 µM]
O=[N+]([O-])c1cc([N+](=O)[O-])c2ccccc2c1	5%	2.9%	0%[1.84 µM]	-2%
CN(C)C(=O)Oc1cccc(NC(=O)N2CCOCC2)c1	2%	/	-30%	/

In another format: entries from further up.
Order of results – p53ts 39C tox | IkB sig inh | p53ts 32C tox | Imprint erasure
> CCCn1c(C)c(C(=O)c2ccc3ccccc3c2)c2ccccc21
 : 24% | 1.7% | 17% | -13%
> N#C/C(=C\c1cccc(O)c1)C(=O)O
 : 16% | / | 21% | /
> c1cc(N2CCCC3(CCNCC3)C2)ccn1
 : 5% | 3.5%[11.4 µM] | 2% | /
> CCOC(=O)CCN=Cc1c(O)n(-c2ccc(Br)cc2)c(=O)[nH]c1=O
 : 15% | 2.3% | 9% | -2%
> c1ccc2c(c1)-c1cccc3cccc-2c13
 : 12% | -0.2% | 10%[1.84 µM] | -3%
> COc1cc2c(cc1-c1cc3cc4ccoc4cc3oc1=O)OCO2
 : -11% | / | 2% | 5%
